EBI2 antag: blocks human EBI2 receptor beta-arrestin signaling; P32249; inhibition, % at 5 µM; AID 651636; EBI2 beta-arrestin recruitment, luminescence, 7a,25-OHC stimulated; hit rate 0.81% among 360,000; in the data active = inhibition above about 38%;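 note: enzyme fragment complementation signal reports receptor beta-arrestin coupling in cells; 0% = agonist plus DMSO wells and 100% = wells without agonist; some results beyond the cut were filed as inactive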
Target sequence (P32249 whole entry, looked up, the tested form may be a part): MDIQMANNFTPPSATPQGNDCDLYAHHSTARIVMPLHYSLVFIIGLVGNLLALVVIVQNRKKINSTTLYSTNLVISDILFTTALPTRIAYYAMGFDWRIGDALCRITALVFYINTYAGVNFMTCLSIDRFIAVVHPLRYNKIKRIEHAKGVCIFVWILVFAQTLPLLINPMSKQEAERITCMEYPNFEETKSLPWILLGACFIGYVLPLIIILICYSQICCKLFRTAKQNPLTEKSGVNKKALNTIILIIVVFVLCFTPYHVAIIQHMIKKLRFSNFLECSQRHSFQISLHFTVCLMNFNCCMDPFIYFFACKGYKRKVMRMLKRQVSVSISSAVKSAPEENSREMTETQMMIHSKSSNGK
CXCR6 inh: inhibitors of human CXCR6 receptor; O00574; CHO-K1 PathHunter CXCR6 beta-arrestin, luminescence; inhibition, % at 20 µM; hit rate 0.36% among 360,000; AID 602244; in the data active = inhibition above about 34%, passing the limit was not always enough;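 note: antagonist mode with CXCL16 agonist at 10 nM final; 0% = 10 nM CXCL16 with DMSO and 100% = unstimulated wells without agonist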
Target sequence (O00574 whole entry, looked up): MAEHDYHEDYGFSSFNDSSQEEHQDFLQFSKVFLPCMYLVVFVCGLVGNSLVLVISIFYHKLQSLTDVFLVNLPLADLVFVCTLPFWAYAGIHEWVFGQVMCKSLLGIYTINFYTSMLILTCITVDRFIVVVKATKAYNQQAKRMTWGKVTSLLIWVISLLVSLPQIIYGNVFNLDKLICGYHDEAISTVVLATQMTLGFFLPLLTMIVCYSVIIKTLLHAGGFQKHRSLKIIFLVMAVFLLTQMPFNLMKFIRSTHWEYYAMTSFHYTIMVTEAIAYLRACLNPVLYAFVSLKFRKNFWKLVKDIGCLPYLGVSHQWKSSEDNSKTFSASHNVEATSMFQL
* marks the source's active call; other numbers are inactive results. A portion of the library, so the mix of outcomes need not match the whole.

`Cc1ccc2nc3n(c(=O)c2c1)-c1cc2ccccc2cc1C(=O)NC3Cc1ccc(O)cc1` (stereo not given) gave EBI2 antag 12 and CXCR6 inh 12.
CC(C)Nc1nc(NCCN2CCNC2=O)c2sccc2n1 was read as EBI2 antag -10 and CXCR6 inh 0.
For CCCCCC(=O)N1C[C@H](O)[C@@H](n2cc(COC(=O)c3ccccc3)nn2)C[C@@H]1c1ccccc1 the results were EBI2 antag 1 and CXCR6 inh 0.
`NC(c1csc(NC(=O)Nc2ccccc2)n1)C1CCCCC1` (stereo not given) gave EBI2 antag -3 and CXCR6 inh -11.
For COC(=O)C[C@H]1C[C@H]2c3cc(NC(=O)Nc4ccc(C(F)(F)F)cc4)ccc3O[C@H]2[C@@H](CO)O1 the results were EBI2 antag 2 and CXCR6 inh -3.
For CS(=O)(=O)c1ccc(Cl)c(NC(=O)CSc2nnc3n2CCCCC3)c1 the results were EBI2 antag -8 and CXCR6 inh 0.
`CCCCNC(=O)C1(C)CCCCN1C(=O)c1ccc(C)c(F)c1` (stereo not given) gave EBI2 antag 2 and CXCR6 inh -6.
CCCC(=O)N1CCC1(C)C(=O)NS(=O)(=O)c1cc2c(cc1C)CCCS2(=O)=O (stereo not given) was read as EBI2 antag 0 and CXCR6 inh -1.
For COc1ccccc1C(NC(=O)C1CCN(CCOc2ccc(Cl)cc2Cl)CC1)c1ccccn1 (stereo not given) the results were EBI2 antag 7 and CXCR6 inh -1.
`O=C(CCC(=O)OCCOc1ccccc1)OCCOc1ccccc1` gave EBI2 antag -7 and CXCR6 inh 8.
Screening O=c1[nH][nH]c2c1C(C1CCCCC1)OC(C1CCCCC1)C2 (stereo not given) returned EBI2 antag 1 and CXCR6 inh -8.
Screening O=C(NCCN1CCC(n2c(=O)[nH]c3ccccc32)CC1)c1ccc(Cl)cc1Cl returned EBI2 antag -4 and CXCR6 inh -1.
For COc1ccc(-c2cc(NC=O)c3ncc(-c4cccc(OC)c4)n3c2)cc1 the results were EBI2 antag 16 and CXCR6 inh 7.
Screening Cc1cccc(-n2c(C)nc3cc(C(=O)NCCN4CCOCC4)ccc32)c1 returned EBI2 antag -5 and CXCR6 inh -4.
`CC(C#N)(NC(=O)CN1CCN(S(=O)(=O)c2cccc(F)c2)CC1)C1CC1` (stereo not given) gave EBI2 antag -1 and CXCR6 inh 3.
For COCCCN1C(=O)C(CC(=O)NC(c2ccccc2)c2ccccc2)CC(C(=O)N2CCCCCC2)=C1C (stereo not given) the results were EBI2 antag -1 and CXCR6 inh 10.
`COC(=O)c1c(NC(=O)COC(=O)CNC(=O)c2cccc(OC(F)F)c2)sc(C)c1C` gave EBI2 antag -2 and CXCR6 inh 5.
For N#Cc1csc(CCNC(=O)c2ccccc2)n1 the results were EBI2 antag -5 and CXCR6 inh -4.
CC1CC(=O)c2cc(-c3ccccc3)oc2C1 (stereo not given) was read as EBI2 antag 0 and CXCR6 inh 3.
C[C@@H]1CN([C@H](C)CO)C(=O)CCCn2cc(nn2)CO[C@H]1CN(C)S(=O)(=O)c1ccccc1C#N was read as EBI2 antag -7 and CXCR6 inh -4.
CCCOc1ccc(F)cc1-c1cc(C(=O)Nc2ccc(F)cc2)[nH]n1 was read as EBI2 antag 32 and CXCR6 inh -4.
`O=C(Nc1nc(-c2ccc3c(c2)OCCO3)cs1)c1ccc(Br)o1` gave EBI2 antag -2 and CXCR6 inh -6.
`COc1ccc(CCCNC(=O)C2(C)Cc3c(-c4ccc(NC(C)=O)cc4)ccnc3O2)cc1` (stereo not given) gave EBI2 antag 9 and CXCR6 inh 1.
O=C(O)c1ccccc1-c1ccc(C=c2sc3nc4cc(Br)cnc4n3c2=O)o1 was read as EBI2 antag -4 and CXCR6 inh 10.
`NC(c1csc(NC(=O)Nc2cccc(C(F)(F)F)c2)n1)C1CCCCC1` (stereo not given) gave EBI2 antag -14 and CXCR6 inh 12.
`CC(C)n1c(=O)c2ccccc2n1Cc1cn(CCc2c[nH]c3ccccc23)nn1` gave EBI2 antag 0 and CXCR6 inh 9.
For CCCS(=O)(=O)NC(=O)C1(C)CCCN(C(=O)c2ccc3c(c2)OCO3)C1 (stereo not given) the results were EBI2 antag -7 and CXCR6 inh -3.
COC(=O)c1ccc2nc(-c3ccc(F)cc3)c(Cc3ccc(C)cc3)n2c1 was read as EBI2 antag 12 and CXCR6 inh 19.
Screening CC1(Cc2ccccc2C#N)C(=O)Nc2cc(-c3ccccc3Cl)ccc21 (stereo not given) returned EBI2 antag 11 and CXCR6 inh -10.
CCN(CC)CCNc1ccc(CO)c2oc3cc(Cl)ccc3c(=O)c12 was read as EBI2 antag -2 and CXCR6 inh 6.
Screening O=C1Cc2cccc(=O)c(O)c2C(=O)O1 returned EBI2 antag -17 and CXCR6 inh -6.
Cn1c(=O)c2cc(NC(=O)NCCc3ccccc3)ccc2n1Cc1cccc(C(F)(F)F)c1 was read as EBI2 antag -2 and CXCR6 inh -2.
Screening CC(=O)c1cccc(-c2ccnc3c2CC(C(=O)Nc2cccc(OC(F)(F)F)c2)O3)c1 (stereo not given) returned EBI2 antag 0 and CXCR6 inh -4.
Screening O=C1NC[C@@H](CCCCN2C[C@H](Cc3ccc(O)cc3)N(CCc3ccc(O)cc3)C(=O)C2=O)N(CC2CCCCC2)C1=O returned EBI2 antag 3 and CXCR6 inh 0.
COc1cccc(CN(C)CC(=O)N2CCN(S(=O)(=O)c3ccccc3)CC2)c1 was read as EBI2 antag 4 and CXCR6 inh 0.
`CCCCNC(=O)C1(C)CCN1C(=O)c1cc(C)n(C(C)(C)C)n1` (stereo not given) gave EBI2 antag -3 and CXCR6 inh -3.
CC1=C(C(=O)N(C(C)C)C(C)C)CC(CC(=O)NCCCCc2ccccc2)C(=O)N1Cc1ccc(F)cc1 (stereo not given) was read as EBI2 antag 18 and CXCR6 inh 1.
For COCCCN1C(=O)C(CC(=O)NCCCN(C)C)CC(C(=O)N2CCCCCC2)=C1C (stereo not given) the results were EBI2 antag 0 and CXCR6 inh 7.
`O=C(CC[C@H]1O[C@@H](n2ccc(=O)[nH]c2=O)[C@H](O)[C@@H]1O)N[C@@H](Cc1ccccc1)C(=O)NCc1ccccc1` gave EBI2 antag -6 and CXCR6 inh -1.
Screening COc1ccc(CN(C)C[C@H]2OCCCC[C@@H](C)Oc3ccc(NC(=O)c4ccccc4)cc3C(=O)N([C@H](C)CO)C[C@@H]2C)cc1 returned EBI2 antag -6 and CXCR6 inh 1.
`CN(Cc1ccccc1)C(=O)c1csc(COCCO)n1` gave EBI2 antag -5 and CXCR6 inh 0.
For COc1ccc(CC(=O)Nc2nc(OCC(F)(F)F)cnc2-c2ccc(Cl)cc2Cl)cc1 the results were EBI2 antag 14 and CXCR6 inh 4.
`COc1cc(-c2cnc3c(NC=O)cc(-c4ccccc4)cn23)cc(OC)c1OC` gave EBI2 antag 0 and CXCR6 inh -3.
CCCCN(C(=O)c1ccccc1Br)C(c1ccc(OC)cc1)c1nc2ccccc2[nH]1 (stereo not given) was read as EBI2 antag 6 and CXCR6 inh 6.
`CC(=O)OC[C@@H]1CN(Cc2ccccc2)C[C@H](n2cnc3c(NC(C)C)ncnc32)O1` gave EBI2 antag 1 and CXCR6 inh 9.
`CC1COc2c3ccccc3nn21` (stereo not given) gave EBI2 antag -14 and CXCR6 inh 1.
Screening COc1ccc(CCC2=NCCN2C(CC(C)C)c2nc3ccccc3[nH]2)cc1 (stereo not given) returned EBI2 antag -2 and CXCR6 inh 1.
For C[C@@H]1CN([C@@H](C)CO)C(=O)CCCn2cc(nn2)CO[C@H]1CN(C)C(=O)c1ccc2ccn(C)c2c1 the results were EBI2 antag 2 and CXCR6 inh 0.
Screening CC1=C(C(=O)N(C)C)CC(CC(=O)NCc2cccc3ccccc23)C(=O)N1CCCN1CCCC1=O (stereo not given) returned EBI2 antag -3 and CXCR6 inh 2.
For CC1(C(=O)NS(=O)(=O)Cc2ccccc2)CCN1C(=O)Cc1ccccc1Cl (stereo not given) the results were EBI2 antag -3 and CXCR6 inh 5.
Screening COc1cccc(C(NC(C)=O)c2nc(-c3ccc(N(C)C)cc3)cs2)c1 (stereo not given) returned EBI2 antag -4 and CXCR6 inh -2.
Screening Cc1ccc(S(=O)(=O)N2Cc3ccccc3CC2C(=O)N(C)C)cc1 (stereo not given) returned EBI2 antag -3 and CXCR6 inh 13.
For Cc1cccc(C)c1NC(=O)c1csc([C@@H]2O[C@H](CO)[C@H](O)[C@H](O)[C@H]2O)n1 the results were EBI2 antag -4 and CXCR6 inh 3.
Screening CC(=O)c1c(C)[nH]c(C(=O)OCC(=O)NCc2ccccc2)c1C returned EBI2 antag -4 and CXCR6 inh -3.
`COc1cccc(S(=O)(=O)N(C)C[C@H]2Oc3ncc(Br)cc3C(=O)N([C@@H](C)CO)C[C@@H]2C)c1` gave EBI2 antag -3 and CXCR6 inh -6.
For COc1ccc(S(=O)(=O)N2CCCCC2c2cc(C(=O)NCc3cccnc3)no2)cc1 (stereo not given) the results were EBI2 antag 3 and CXCR6 inh 7.
Screening CC(=O)Oc1cc2c(cc1OC(C)=O)C(=O)CCCC2 returned EBI2 antag 7 and CXCR6 inh -1.
Screening COCCN1C[C@@H](CO)O[C@@H](n2cnc3c(NCCN(C)C)ncnc32)C1 returned EBI2 antag -5 and CXCR6 inh -4.
Screening Cc1cc(Br)cn2c(Cc3ccsc3)c(-c3cccc(Br)c3)nc12 returned EBI2 antag 19 and CXCR6 inh 6.
`CCc1nc2ccc(C(=O)N(C)CCCN(C)C)cn2c1N(C=O)CCC(C)C` gave EBI2 antag -5 and CXCR6 inh -5.

A draw from above in order of length of the SMILES, largest number first:
Screening COc1cccc(C(NC(C)=O)c2nc(-c3ccc(N(C)C)cc3)cs2)c1 (stereo not given) returned EBI2 antag -4 and CXCR6 inh -2.
Screening Cc1cc(Br)cn2c(Cc3ccsc3)c(-c3cccc(Br)c3)nc12 returned EBI2 antag 19 and CXCR6 inh 6.
Screening CC(=O)Oc1cc2c(cc1OC(C)=O)C(=O)CCCC2 returned EBI2 antag 7 and CXCR6 inh -1.

Additional compounds
Screening CC(C)C[C@@H](COCc1ccc(Cl)cc1)N1CCN(C(=O)c2ccc(Cl)cc2Cl)CCC1=O returned EBI2 antag 15 and CXCR6 inh 10.
Screening COc1cc2c(cc1OC)CN(C(=O)CSC1=NCCS1)CC2 returned EBI2 antag 1 and CXCR6 inh 0.
CCCS(=O)(=O)NC(=O)C1(C)CCCN(C(=O)c2cc(OC)c(OC)c(OC)c2)C1 (stereo not given) was read as EBI2 antag -6 and CXCR6 inh -4.
For CC1(C(=O)NS(=O)(=O)c2ccc(Cl)s2)CCN1C(=O)Cc1ccccc1Cl (stereo not given) the results were EBI2 antag 0 and CXCR6 inh 0.
CC1(C)CC(=O)C=C(c2ccc(COC(=O)c3ccc(-c4ccccc4)cc3)cc2)C1=O was read as EBI2 antag 26 and CXCR6 inh 0.
Screening COC(=O)CN1C(=O)COc2ccc(S(=O)(=O)N3CCCCC3)cc21 returned EBI2 antag -3 and CXCR6 inh 1.
For Cc1nc2c(N)nn(C)c2nc1C the results were EBI2 antag 3 and CXCR6 inh -1.
C[C@H]1CN([C@@H](C)CO)C(=O)CCCn2cc(nn2)CO[C@@H]1CN(C)S(=O)(=O)c1ccc(Oc2ccccc2)cc1 was read as EBI2 antag -9 and CXCR6 inh -3.
Screening C/C=C/c1cccc(-c2nc(C(=O)N3CCOCC3)cc3c2[C@H](CCO)N(C(=O)NC(C)C)C3)c1 returned EBI2 antag -4 and CXCR6 inh 0.
Screening COc1cccc(C(NC(C)=O)c2nc(/C=C/c3ccccc3)cs2)c1 (stereo not given) returned EBI2 antag 5 and CXCR6 inh 2.
`COCCNC(=O)C1(C)CCCN(C(=O)c2ccccc2C(F)(F)F)C1` (stereo not given) gave EBI2 antag -5 and CXCR6 inh -2.
Cc1ccc([C@@H]2CC(=O)[C@@H]3CN(S(=O)(=O)c4ccc(C)cc4)[C@H](c4ccccc4)C[C@@H]3N2S(=O)(=O)c2ccc(Cl)cc2)cc1 was read as EBI2 antag 9 and CXCR6 inh -5.
O=S1(=O)CC(N2CC=CC2)CN1Cc1ccc(F)cc1 (stereo not given) was read as EBI2 antag -4 and CXCR6 inh -9.
For CCOC(=O)C1=C[C@@H](C2CCCC2)N(S(=O)(=O)c2ccc([N+](=O)[O-])cc2)[C@H]1c1ccccc1 the results were EBI2 antag -8 and CXCR6 inh -15.

Among those listed so far, these contain an NH in an aromatic ring:
Screening O=c1[nH][nH]c2c1C(C1CCCCC1)OC(C1CCCCC1)C2 (stereo not given) returned EBI2 antag 1 and CXCR6 inh -8.
Screening O=C(NCCN1CCC(n2c(=O)[nH]c3ccccc32)CC1)c1ccc(Cl)cc1Cl returned EBI2 antag -4 and CXCR6 inh -1.
CCCOc1ccc(F)cc1-c1cc(C(=O)Nc2ccc(F)cc2)[nH]n1 was read as EBI2 antag 32 and CXCR6 inh -4.
`CC(C)n1c(=O)c2ccccc2n1Cc1cn(CCc2c[nH]c3ccccc23)nn1` gave EBI2 antag 0 and CXCR6 inh 9.
`O=C(CC[C@H]1O[C@@H](n2ccc(=O)[nH]c2=O)[C@H](O)[C@@H]1O)N[C@@H](Cc1ccccc1)C(=O)NCc1ccccc1` gave EBI2 antag -6 and CXCR6 inh -1.
CCCCN(C(=O)c1ccccc1Br)C(c1ccc(OC)cc1)c1nc2ccccc2[nH]1 (stereo not given) was read as EBI2 antag 6 and CXCR6 inh 6.
Screening COc1ccc(CCC2=NCCN2C(CC(C)C)c2nc3ccccc3[nH]2)cc1 (stereo not given) returned EBI2 antag -2 and CXCR6 inh 1.
Screening CC(=O)c1c(C)[nH]c(C(=O)OCC(=O)NCc2ccccc2)c1C returned EBI2 antag -4 and CXCR6 inh -3.
